Screening results as filed in PubChem BioAssay.
SNCA expr inhib – inhibitors of alpha-synuclein (SNCA) gene expression | HEK-293 SNCA-luciferase knock-in, luminescence, 24 h | Potency, µM (series often up to 57.2 µM), inactives show at the top dose activity change, negative = inhibition, actives largely listed as inhibitors | actives 0.17% (n = 140,000) | AID 1671194;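 also: potency is read from the fitted curve at half-maximal effect; plate controls were DMSO cells for no effect and cell-free wells for full effect; nearly all actives have a fitted effect of over 45% in size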
GPT2 inh – inhibitors of human GPT2 alanine aminotransferase; Q8TD30; Recombinant GPT2, coupled pyruvate oxidase/HRP Amplex Red fluorescence; Potency, µM (doses to about 57.7 µM), without a hit: at the highest dose activity change, negative = inhibition, hits mostly inhibitors; actives 0.25% (n = 100,000); also: potency is read from the fitted curve at half-maximal effect; nearly all actives have a fitted effect of over 60% in size; many of its hits are not listed in these tables
Target sequence (Q8TD30 whole entry, looked up): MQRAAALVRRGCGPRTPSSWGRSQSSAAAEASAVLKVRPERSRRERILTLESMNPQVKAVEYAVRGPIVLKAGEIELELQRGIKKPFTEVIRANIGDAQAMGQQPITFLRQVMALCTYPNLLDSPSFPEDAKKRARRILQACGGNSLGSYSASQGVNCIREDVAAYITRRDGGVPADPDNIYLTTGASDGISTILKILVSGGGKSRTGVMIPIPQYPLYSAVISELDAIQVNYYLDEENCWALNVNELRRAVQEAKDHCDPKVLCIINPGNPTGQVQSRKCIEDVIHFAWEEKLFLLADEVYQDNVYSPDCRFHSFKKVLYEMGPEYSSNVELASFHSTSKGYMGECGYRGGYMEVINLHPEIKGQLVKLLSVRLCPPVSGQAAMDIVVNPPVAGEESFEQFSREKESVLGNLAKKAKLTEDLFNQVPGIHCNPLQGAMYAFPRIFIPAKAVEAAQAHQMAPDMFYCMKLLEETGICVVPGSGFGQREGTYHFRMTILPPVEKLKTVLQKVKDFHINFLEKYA
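Fluorescence read-out: pyruvate from GPT2 turnover coupled to pyruvate oxidase, HRP and Amplex Red (0.2mM ThPP, 0.2U/mL PO and HRP, 50uM Amplex final). Substrates 250uM a-KG, 2mM L-alanine; enzyme 10ng/uL; 30 min RT.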
3T3 cytotox – kills NIH 3T3 cells; NIH 3T3 viability, CellTiter-Glo ATP luminescence, 48-72 h; Potency, µM (highest dose often 96.7 µM), without a hit: at the highest dose activity change, negative = cytotoxicity, usual class: inhibitors; actives 4.3% (n = 94,000); AID 1345082; also: potency is read from the fitted curve at half-maximal effect; nearly all actives have a fitted effect of over 55% in size
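ATP-dependent luminescence (CellTiter-Glo) served as the viability signal for NIH 3T3 cells treated with compound for 48 or 72 hr at 37 °C.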
FLuc inh – Photinus pyralis luciferase inhibition; purified P. pyralis luciferase, luminescence, biochemical; P08659; actives 2.5% (n = 76,000); Potency, µM (titrated, usually from 115 µM), for the others: top-dose activity change, negative = inhibition, hits mostly inhibitors; also: potency is read from the fitted curve at half-maximal effect; nearly all actives have a fitted effect of over 65% in size
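Cell-free enzyme assay, 10nM P. pyralis luciferase, luciferin and ATP each at 10uM. Inhibition profiled over a 6-point titration, read as luminescence.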
IP6K1 inh – IP6K1 kinase inhibition; AID 1645851; actives 0.81% (n = 140,000); IP6K1 kinase, ADP-Glo luminescence, 2 h; active compounds read low; activity change, % (series mostly up to about 58 µM); in the data active = activity change below about -25%
Target sequence (Q92551 whole entry, looked up): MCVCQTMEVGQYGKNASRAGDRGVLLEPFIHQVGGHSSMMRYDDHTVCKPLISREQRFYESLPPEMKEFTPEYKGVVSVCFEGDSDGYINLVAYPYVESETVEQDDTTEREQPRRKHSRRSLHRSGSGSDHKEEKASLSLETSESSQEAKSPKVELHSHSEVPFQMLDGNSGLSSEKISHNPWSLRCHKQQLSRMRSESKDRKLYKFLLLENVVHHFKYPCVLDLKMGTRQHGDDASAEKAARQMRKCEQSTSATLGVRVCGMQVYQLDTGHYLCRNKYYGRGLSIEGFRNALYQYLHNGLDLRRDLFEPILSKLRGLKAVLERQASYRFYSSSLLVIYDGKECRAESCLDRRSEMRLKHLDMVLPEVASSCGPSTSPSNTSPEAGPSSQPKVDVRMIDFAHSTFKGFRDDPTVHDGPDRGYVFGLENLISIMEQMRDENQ
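ADP-Glo luminescence measures ADP made by human IP6K1 during a 2 h RT reaction with ATP/IP6 (mix at 1.3 mM/130 uM); top library doses 57.5 and 19.1 uM final.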
HEK293 viab – counter-screen for SNCA expression inhibitors: cell viability | HEK-293-SNCA-luc viability, GF-AFC fluorescence, 24 h | Potency, µM (titrated, usually from 57.1 µM), for the others: top-dose activity change, negative = cytotoxicity, usual class: cytotoxic | actives 0.12% (n = 150,000) | AID 1671193;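 also: potency is read from the fitted curve at half-maximal effect; 0% = DMSO-treated cells and -100% = medium-only wells without cells; nearly all actives have a fitted effect of over 30% in size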
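HEK-293-SNCA-luc cells (1500/well) plated 24 h, then exposed 24 h to a dilution series; GF-AFC added 30 min at 37C, fluorescence 405/540 nm; normalised to medium-only and DMSO wells, Hill fit.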
HEK293 tox – kills HEK 293 cells; AID 1345083; actives 6.6% (n = 94,000); HEK 293 viability, ATP luminescence (CellTiter-Glo), 48-72 h; Potency, µM (series often up to 115 µM), inactives show at the top dose activity change, negative = cytotoxicity, actives largely listed as inhibitors; also: potency is read from the fitted curve at half-maximal effect; nearly all actives have a fitted effect of over 60% in size
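Read-out: CellTiter-Glo ATP luminescence. Cells: HEK 293, 250 cells/well. Exposure: 48 or 72 hr, 37 degree Celsius.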
An asterisk follows results filed as active; i = inactive; ? = inconclusive; · = not tested or not shown; [ ] = remark or other dose. Unless noted, calls follow the shape of the dose curve; as a rule, active = well fitted curve in the direction sought with a large enough effect; inconclusive = small, poorly fitted or top-dose-only effect, or another doubt; inactive = no such curve, though single readings can be large; an effect the other way counts as inactive or inconclusive. Unless noted, % is scaled to controls: 0 for no effect and ±100 for the full control effect.

SMILES | SNCA expr inhib | GPT2 inh | 3T3 cytotox | FLuc inh | IP6K1 inh | HEK293 viab | HEK293 tox
CCOCC(=O)N1CCCCCNC(=O)[C@@H]2CCCC[C@@H]21 | -2% | -3% | ? | 1% | -6 | 3% | -8%
CCOCCNC(=O)C1CCCN(c2nccc(Nc3ccc(C)cc3)n2)C1 (configuration not stated) | 7% | i | ? | · | -2 | -7%[12.5 µM] | ?
O=C(Nc1cc(-c2nc3ccccc3o2)ccc1Cl)c1ccc(Br)o1 | 180%[activator] | · | · | · | 4 | 9% | ·
Nc1n[nH]c(C(=O)N2C[C@H](CO)C[C@H](CN3CCOCC3)C2)c1Cl | 6% | 2% | -15% | 10% | 4 | 3% | -15%
Cc1c(Cl)cccc1NC(=O)c1cc2n(n1)CC(c1ccc(Cl)cc1)OC2 (configuration not stated) | 7% | i | ? | -13% | -4 | 10% | ?
CCN1C[C@H]2CN(C)c3ccccc3[C@@H]2N(C(=O)OCC(C)C)CCC1=O | -6%[25.6 µM] | i | ? | · | 15 | -18%[23.9 µM] | ?
CC(=O)Nc1ccc(CN(C)Cc2cccn2C)cc1 | 25%[87.6 µM] | i | -7%[138 µM] | 7%[172 µM] | 10 | 11%[87.6 µM] | -4%[172 µM]
O=C(NCCc1ccccc1)C1(c2cccs2)CCOCC1 | -21% | · | · | · | 2 | 2% | ·
COCC1CN(C(C)=O)CC12CCN(C(=O)CCCc1ccccc1)CC2 (configuration not stated) | 6% | 0% | -5% | 5% | 17 | -8% | -19%
C[C@@H]1CN(C(=O)c2coc(COc3cccc(F)c3)n2)C[C@H](C)O1 | -21% | -16% | -14% | 1% | -1 | 6% | -5%
O=C(c1cnccn1)N1C[C@@H]2OCC(=O)N(CC3CCCCC3)[C@@H]2C1 | -3%[87.6 µM] | i | ? | -4%[172 µM] | 16 | -1%[87.6 µM] | 1%[172 µM]
COCCNC(=O)C[C@@H]1C[C@H]2O[C@H](CNCc3cnccc3C(F)(F)F)[C@@H](O)[C@H]2O1 | -3%[87.6 µM] | ? | 3%[174 µM] | 3%[172 µM] | 19 | -4%[87.6 µM] | -1%[172 µM]
COCc1nnc2n1CCC(NC(=O)NCCc1ccccc1)CC2 (configuration not stated) | -8% | 0% | -7% | -1% | -1 | 6% | -3%
CC(=O)O[C@@H](CO[C@@H]1O[C@H](CO)[C@H](O)[C@H](O)[C@H]1O)[C@]1(C)C=C2CC[C@@H]3C(C)(C)[C@@H](O)CC[C@@]3(C)[C@@H]2CC1 | · | i | · | · | -3 | -1%[23.9 µM] | ·
O=C(CCc1ccccc1)NCc1ccc2c(c1)CCN2C(=O)c1ccc(Cl)cc1 | 14% | · | · | · | 4 | 4% | ·
Cc1nc2scc(CC(=O)NC3CC3)n2c(=O)c1-c1cc(C)n(-c2ccc(C(C)C)cc2)n1 | -12% | 4% | -29% | ? | 27 | 3% | ?
c1ccc(-c2nnc3ccc(N4CCc5ccccc5C4)nn23)nc1 | ? | 3%[88.5 µM] | ? | 2%[172 µM] | -18 | -2%[87.6 µM] | 71µM*
Cc1ccc(NC(=O)c2cccc(NC(=O)N3CCSc4ncccc43)c2)cc1F | 11% | · | · | · | 15 | -8% | ·
C#CCNC(=O)CC[C@H]1CNC(=O)[C@@H]2[C@@H](CCN2Cc2ccc(S(C)(=O)=O)cc2)N1C | -23% | i | 1% | -6% | -4 | 2% | i
COc1cccc(N2C(=O)[C@@H]3C[C@@H](NC(=O)CSC)CCN3C2=O)c1 | 30%[87.6 µM] | -11%[88.5 µM] | -3%[138 µM] | -2%[172 µM] | -1 | -3%[87.6 µM] | 4%[172 µM]
CC1CCN(S(=O)(=O)c2ccc3c(c2)N(CC(=O)NCc2ccccc2Cl)C(=O)CO3)CC1 | -4% | · | · | · | 7 | -19% | ·
O=C(c1cccc(Cl)c1)N1CCN(C(=O)c2nnn3c2COC(c2ccccc2)C3)CC1 (configuration not stated) | -17% | i | ? | 1% | -1 | -25% | ?
Cc1ccccc1Cn1cc(-c2ccncc2)cc1C(=O)N(C)Cc1ccco1 | ? | i | ? | 2% | -6 | ? | ?
Cn1c(=O)c2c(nc(SCC(=O)Nc3ccccc3)n2Cc2ccccc2F)n(C)c1=O | 18% | · | · | · | 35 | 8% | ·
O=C([C@@H]1C[C@H](F)CN1C(=O)Nc1ccc(F)cc1)N1CCCCC1 | -17% | i | i | -1% | 3 | -2% | -3%
O=C1CCN(S(=O)(=O)c2ccccc2)CCCCCCN1 | 13% | -3% | -10% | 4% | -13 | 1% | -5%
COCC(=O)N[C@H]1CO[C@H]2[C@@H]1OC[C@@H]2Nc1nccc(-c2ccc(OC)cc2)n1 | 19%[87.6 µM] | -17%[88.5 µM] | -26%[174 µM] | 0%[172 µM] | 0 | -5%[87.6 µM] | -12%[172 µM]
CC(C)(C)OC(=O)NC(C)(CN)c1ccccn1 (configuration not stated) | 13%[87.6 µM] | -9%[88.5 µM] | i | · | -2 | -16%[87.6 µM] | i
COc1ccccc1Nc1nn2c(=O)c3ccc(C(=O)NCCC4=CCCCC4)cc3nc2s1 | ? | · | · | · | -5 | ? | ·
O=C(Nc1ccc2c(c1)OCCO2)N1CCCC1c1nncn1C1CCCC1 (configuration not stated) | 26% | i | -9% | · | 11 | -8% | 1%
O=C(NC1CCN(c2cc(-c3ccc(F)cc3)[nH]n2)C1)c1ccc2c(c1)OCO2 (configuration not stated) | -9% | ? | ? | 5% | 10 | ? | ?
O=C(CC1C(=O)NCCN1Cc1ccoc1)NCc1nnc2n1CCCCC2 (configuration not stated) | 2% | 2% | -13% | 10% | 1 | 2% | -4%
COc1ccc(NC(=O)CCc2c(C)nc3c(c2C)c(=O)n(C)c(=O)n3C)cc1OC | 1% | · | · | · | 11 | 3% | ·
CC(=O)c1cccc(NS(=O)(=O)c2cc3c(cc2C)N(C(C)=O)CCO3)c1 | 54%[activator] | · | · | · | 1 | 2% | ·
COc1ccc(NC(=O)CSc2nnc(-c3nonc3NC(C)=O)n2-c2ccccc2)cc1 | -10% | · | · | · | 11 | -10% | ·
COCCn1c(COc2c(F)ccc(Cl)c2F)nnc1C1CC(N)C1 (configuration not stated) | 23% | 0% | 3% | 6% | 0 | -4% | 1%
COc1ccc(C(=O)N2CCCN(c3nnc4ccccn34)CC2)cc1F | -19% | -15% | -25% | -11% | 6 | ? | 4%
Cc1ccc(N2CC(NC(=O)c3cc4ccccc4o3)CC2=O)cc1C (configuration not stated) | 7% | · | · | · | -4 | -13% | ·
CC1=C(C(=O)Nc2ccccc2)C(c2ccncc2)n2nc(SCc3ccccc3F)nc2N1 (configuration not stated) | -12% | · | · | · | 45 | 0% | ·
Cc1cnc(CCNC(=O)c2cccs2)n1C1CCC1 | 3% | -7% | -22% | · | 19 | 1% | -17%

An excerpt of these results, as labelled records.
Compound: COCCn1c(COc2c(F)ccc(Cl)c2F)nnc1C1CC(N)C1 (configuration not stated)
  SNCA expr inhib: 23%
  GPT2 inh: 0%
  3T3 cytotox: 3%
  FLuc inh: 6%
  IP6K1 inh: 0
  HEK293 viab: -4%
  HEK293 tox: 1%
Compound: COc1ccc(C(=O)N2CCCN(c3nnc4ccccn34)CC2)cc1F
  SNCA expr inhib: -19%
  GPT2 inh: -15%
  3T3 cytotox: -25%
  FLuc inh: -11%
  IP6K1 inh: 6
  HEK293 viab: ?
  HEK293 tox: 4%
Compound: Cc1ccc(N2CC(NC(=O)c3cc4ccccc4o3)CC2=O)cc1C (configuration not stated)
  SNCA expr inhib: 7%
  GPT2 inh: ·
  3T3 cytotox: ·
  FLuc inh: ·
  IP6K1 inh: -4
  HEK293 viab: -13%
  HEK293 tox: ·

Later entries.
SMILES | SNCA expr inhib | GPT2 inh | 3T3 cytotox | FLuc inh | IP6K1 inh | HEK293 viab | HEK293 tox
CO[C@H]1[C@H](NC(=O)c2ccc3nc[nH]c3c2)c2ccccc2C12CCNCC2 | 1% | -9% | i | 3% | 0 | -17% | 2%
COc1ccc(NC(=O)C2CN(C3CCCCC3)C(=O)N2)cc1OC (configuration not stated) | 2% | 3% | -30% | · | -2 | 3% | -7%
O=c1c2cc3c(cc2nc2sc(Nc4ccccc4)nn12)OCO3 | -13% | · | · | · | -16 | 1% | ·
COc1ccc(CCNC(=O)c2c3c(nc4ccccc24)C(=O)N(C2CCCCC2)C3)cc1OC | 0% | · | · | · | 14 | -3% | ·
Cc1nn(-c2ccccc2)c2sc(C(=O)Nc3cccc(Br)c3)cc12 | -5% | · | · | · | -22 | -5% | ·
C=C(C)[C@@H]1CC[C@]2(C(=O)O)CC[C@]3(C)[C@H](CC[C@@H]4[C@@]5(C)CC[C@H](O)C(C)(C)[C@@H]5CC[C@]43C)[C@@H]12 | -6% | i | · | · | · | 9% | ·
Cc1ccccc1OCc1nc2c3cnn(-c4cccc(F)c4)c3ncn2n1 | 31%[activator] | · | · | · | -7 | -1% | ·
CCOC(=O)N1CCC(NC2CC(=O)N(CCCc3ccccc3)C2)CC1 (configuration not stated) | -1% | -13% | -6% | -4% | -6 | 8% | -3%
Cc1cccc2nc(-c3cccc(NS(=O)(=O)c4ccccc4)c3)cn12 | 16% | · | · | · | 1 | -5% | ·
CCCCN1C[C@@H](CO)[C@H](c2nc(CCOC)no2)C1 | -3% | i | -12% | -6% | -4 | -7% | -8%
O=C(CCn1c(=O)c2cccn2c2cccnc21)NCc1ccc(Cl)cc1 | 11% | · | · | · | 3 | -7% | ·
CC(=O)NC1CCN(c2nccc(Nc3ccc(C)cc3)n2)CC1 | 2%[87.6 µM] | i | ? | · | 12 | 4%[87.6 µM] | ?
Cc1nc2nc(NC(=O)c3ccccc3F)[nH]n2c(=O)c1Cl | -7% | · | · | · | -18 | 0% | ·
COCC1CN(S(=O)(=O)c2cc(F)ccc2OC)CC12CCNCC2 (configuration not stated) | 2% | i | -7% | 11% | 19 | -11% | -15%
COc1cccc(C(=O)N[C@H]2[C@H](O)[C@H](O)C[C@@H]2c2cccnc2)c1 | -12%[87.6 µM] | 2%[88.5 µM] | -7%[138 µM] | -6%[172 µM] | 4 | 6%[87.6 µM] | -5%[172 µM]
COc1cccc(-c2cccc(C(=O)N3CCCC3C(=O)NCc3cccc(F)c3)c2)c1 (configuration not stated) | 3% | -9% | ? | · | -5 | -13%[12.5 µM] | ?

Three compounds from above, sorted by SMILES length, ascending:
SMILES | SNCA expr inhib | GPT2 inh | 3T3 cytotox | FLuc inh | IP6K1 inh | HEK293 viab | HEK293 tox
CC(=O)NC1CCN(c2nccc(Nc3ccc(C)cc3)n2)CC1 | 2%[87.6 µM] | i | ? | · | 12 | 4%[87.6 µM] | ?
O=C(CCn1c(=O)c2cccn2c2cccnc21)NCc1ccc(Cl)cc1 | 11% | · | · | · | 3 | -7% | ·
COc1cccc(C(=O)N[C@H]2[C@H](O)[C@H](O)C[C@@H]2c2cccnc2)c1 | -12%[87.6 µM] | 2%[88.5 µM] | -7%[138 µM] | -6%[172 µM] | 4 | 6%[87.6 µM] | -5%[172 µM]

A portion of the library; the hit share may differ from the screen's.
